GLP-1R agonist = qHTS of GLP-1 Receptor Agonists. Glucagon-like peptide 1 receptor (Homo sapiens), P43220. HEK293 GLP-1R CRE-luciferase, luminescence, 4-6 h; cells express a hypersensitive GLP-1R form. Potency, µM (series often up to 45.6 µM), inactives show at the top dose activation, most hits filed as activators. hit rate 0.007% among 380,000. AID 624172, 2012; further: potency means the concentration at half of the fitted maximal effect; % of control where 0% means no effect
EPAC1 antagonist = qHTS for Antagonist of cAMP-regulated guanine nucleotide exchange factor 3 (EPAC1): primary screen | Rap guanine nucleotide exchange factor 3 (Homo sapiens), O95398 | EPAC1 GEF assay, Rap1b-BODIPY-GDP exchange fluorescence | Potency, µM (top dose mostly 115 µM), without a hit: at the top dose activity change, negative = inhibition, actives largely listed as inhibitors | hit rate 0.14% among 360,000 | AID 720709, 2013;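 further: potency means the concentration at half of the fitted maximal effect; plate controls were vehicle for no effect and positive control for full effect; nearly all actives have a fitted effect of over 50% in size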
PI5P4K alpha inh = qHTS for Inhibitors of phosphatidylinositol 5-phosphate 4-kinase (PI5P4K). Phosphatidylinositol 5-phosphate 4-kinase type-2 alpha (Homo sapiens), P48426. PI5P4Kalpha enzyme, ADP-Glo luminescence, 60 min; hits give low values. max response, %. hit rate 1.2% among 330,000. AID 652105, 2013; active means max response of -50% or lower; inconclusive means between -30% and -50%; inactive means -30% or higher; further: value at the top dose of about 77 µM; on the % scale 0 is the no-effect control and ±100 the full control effect
Target sequence (P48426 whole entry, looked up): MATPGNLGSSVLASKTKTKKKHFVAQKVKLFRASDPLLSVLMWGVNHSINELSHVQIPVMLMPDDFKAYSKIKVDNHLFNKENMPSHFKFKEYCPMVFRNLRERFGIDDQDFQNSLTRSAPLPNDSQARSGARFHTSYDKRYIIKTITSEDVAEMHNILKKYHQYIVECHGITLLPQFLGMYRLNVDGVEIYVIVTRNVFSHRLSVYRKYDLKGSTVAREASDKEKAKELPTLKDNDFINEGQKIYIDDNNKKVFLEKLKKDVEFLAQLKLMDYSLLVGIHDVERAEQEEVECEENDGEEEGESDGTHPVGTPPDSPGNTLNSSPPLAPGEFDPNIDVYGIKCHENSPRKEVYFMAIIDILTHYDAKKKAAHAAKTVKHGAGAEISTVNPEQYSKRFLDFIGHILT
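ADP-Glo luminescence end-point after a 60 min room-temperature kinase reaction. PI5P4Kalpha and substrate in HEPES pH 7.4 buffer with EGTA, 0.1% CHAPS and 5% DMSO; ATP at 5 microM final.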
PLK1 PBD inh = qHTS for Inhibitors of PLK1-PDB (polo-like kinase 1 - polo-box domain): Primary Screen. hit rate 2.8% among 360,000. Plk1 PBD binding of FITC phosphopeptide, fluorescence polarization. Serine/threonine-protein kinase PLK1 (Homo sapiens), P53350. Potency, µM, for inactives: max response, negative = inhibition, hits mostly inhibitors. AID 720504, 2013; further: potency means the concentration at half of the fitted maximal effect; series mostly up to about 57 µM; on the % scale 0 is the no-effect control and ±100 the full control effect; nearly all actives have a fitted effect of over 65% in size
Target sequence (P53350 whole entry, looked up, the tested form may be a part): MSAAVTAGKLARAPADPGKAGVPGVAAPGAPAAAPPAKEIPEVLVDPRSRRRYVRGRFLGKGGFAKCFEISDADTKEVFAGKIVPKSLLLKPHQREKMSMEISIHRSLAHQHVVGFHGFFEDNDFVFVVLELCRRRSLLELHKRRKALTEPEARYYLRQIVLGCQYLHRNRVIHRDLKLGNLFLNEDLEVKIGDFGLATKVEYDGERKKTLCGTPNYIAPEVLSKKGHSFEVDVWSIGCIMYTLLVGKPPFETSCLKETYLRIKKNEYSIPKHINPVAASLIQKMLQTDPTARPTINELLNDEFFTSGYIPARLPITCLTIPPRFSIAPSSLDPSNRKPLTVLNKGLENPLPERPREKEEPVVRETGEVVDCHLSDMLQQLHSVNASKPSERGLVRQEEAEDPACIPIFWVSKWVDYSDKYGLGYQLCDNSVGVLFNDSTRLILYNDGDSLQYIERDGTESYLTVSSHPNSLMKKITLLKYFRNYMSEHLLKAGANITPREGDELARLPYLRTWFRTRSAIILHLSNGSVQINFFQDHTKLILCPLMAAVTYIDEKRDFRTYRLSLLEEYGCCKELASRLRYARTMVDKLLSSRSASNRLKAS
GLP-1R inv ag = qHTS of GLP-1 Receptor Inverse Agonists (Inhibition Mode) | Glucagon-like peptide 1 receptor (Homo sapiens), P43220 | HEK293 GLP-1R CRE-luciferase, luminescence, 24 h; GLP-1R form is constitutively active | Potency, µM (series often up to 38.3 µM), for inactives: at the highest dose activity change, negative = inhibition, most hits filed as inhibitors | hit rate 1.6% among 410,000 | AID 624417, 2012; further: potency means the concentration at half of the fitted maximal effect; on the % scale 0 is the no-effect control and ±100 the full control effect; nearly all actives have a fitted effect of over 55% in size
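Cells are plated, allowed 12 hours at 37 deg C, then treated with compounds for 24 hr before luciferase detection reagent is added and luminescence is read after 12 min at room temperature. The HEK293 line carries constitutively active GLP-1R with a cAMP-responsive reporter.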
GLP1R cytotox = qHTS of GLP-1 Receptor Inverse Agonists: Cytotox Screen; HEK293 cAMP-luciferase reporter cells, luminescence, 24 h; Potency, µM (doses to about 38.3 µM), without a hit: at the top dose activity change, negative = inhibition, hits mostly inhibitors; hit rate 0.13% among 410,000; AID 624418, 2012;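 further: loss of luciferase light is scored as toxicity; potency means the concentration at half of the fitted maximal effect; on the % scale 0 is the no-effect control and ±100 the full control effect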
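Here, cytotoxicity is scored as loss of luminescence. The MLSMR collection was tested on cells seeded in medium containing 10% Nu serum, with a 24 hr compound exposure preceded by 12 hours of culture.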
PTHR1 agonist = qHTS for PTHR1 Agonists: Primary Screen; Parathyroid hormone/parathyroid hormone-related peptide receptor (Homo sapiens), Q03431; HEK293 GP2 PTHR1 cells, GloSensor cAMP luminescence, 1 h; Potency, µM (highest dose often 115 µM), for inactives: top-dose activation, actives largely listed as activators; hit rate 0.075% among 410,000; AID 743266, 2014; further: potency means the concentration at half of the fitted maximal effect; nearly all actives have a fitted effect of over 55% in size; some results filed as inactive show a strong effect at the top dose; inactives centre near -15; many of its hits are not listed in these tables
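HEK-293-derived GP2 cells expressing PTHR1 and a GloSensor cAMP reporter, 3,000/well, plated overnight, given luciferin plus IBMX (each 0.5 mM as added) for 1 h at 37 °C, then compound for 1 h at 37 °C. Luminescence was read after 15 min at room temperature.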
EPAC1 ag = qHTS for Agonist of cAMP-regulated guanine nucleotide exchange factor 3 (EPAC1): primary screen | Rap guanine nucleotide exchange factor 3 (Homo sapiens), O95398 | EPAC1 agonist qHTS, biochemical assay; response scale: 100% = response to 6.5 mM cAMP | Potency, µM (highest dose often 154 µM), inactives show at the top dose activation, usual class: activators | AID 720707, 2013 | hit rate 0.073% among 360,000; further: potency means the concentration at half of the fitted maximal effect; nearly all actives have a fitted effect of over 60% in size
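Fluorescent GDP-exchange assay: 100 nM EPAC1 with 250 nM Rap1B preloaded with BODIPY-GDP and 50 uM GDP; compounds tested as concentration series, 5 min at room temperature, then read every 5 min for 30 min (ex 480/em 540 nm); normalized to 6.5 mM cAMP.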
IL-2 act = qHTS of IL-2 Activators; IL-2 activation reporter assay, cell-based qHTS; stimulated with anti-CD3/CD4/CD28 beads; in transgenic mouse T cells; activation, % (series mostly up to about 46 µM); hit rate 0.065% among 360,000; in the data active means activation above about 50%; inconclusive means mostly about 30% to 49%; further: 0% is about no effect
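Quantitative HTS in unstimulated transgenic mouse T cells, with memory T cells as non-tolerant control and PMA/ionomycin as tolerance-bypass control. Compound pretreatment lasted 60 minutes before 18 h bead stimulation; EGFP/DsRed fluorescence read.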
* = called active by the depositor; i = inactive; u = inconclusive; x = not tested or not shown; & = joins results of further samples; [ ] = dose if it differs, or a comment. Unless noted, the call rests on the fitted dose curve; in most records, active means well fitted curve in the direction sought with a large enough effect; inconclusive means small, poorly fitted or top-dose-only effect, or another doubt; inactive means no such curve, though single readings can be large; an effect the other way counts as inactive or inconclusive. Only part of the results is shown; count on the stated rates, not on these rows.

Compound,GLP-1R agonist,EPAC1 antagonist,PI5P4K alpha inh,PLK1 PBD inh,GLP-1R inv ag,GLP1R cytotox,PTHR1 agonist,EPAC1 ag,IL-2 act
CC(C)NC(=O)N(C)C[C@H]1Oc2c(NC(=O)c3ccc(-c4nccs4)cc3)cccc2C(=O)N([C@@H](C)CO)C[C@H]1C,14%,21%,0,7%,-17%,-27%,-18%,-3%,-1.3
CC1CCN(C(=O)c2ccc(S(=O)(=O)N3CCCCCC3)cc2)CC1,1%,14%,2,3%,u,3%,-17%,-8%,1.0
O=C(CC1Nc2ccccc2NC1=O)NCCc1ccccc1 (stereo not drawn),1%,-30%,4,-17%,-1%,0%,i,10%,-0.6
Cc1cccc(NC(=O)CSc2nc(N)cc(N)n2)c1,-7%,3%,-6,-1%,5%,5%,i,-6%,-0.6
CC1(C)c2[nH]c3ccccc3c2C[C@@H]2C(=O)N(Cc3ccco3)C(=O)N21,3%,1%,x,x,x,x,-28%,-11%,-0.2
CCOc1ccccc1NC(=O)CN(c1ccc(Cl)cc1)S(C)(=O)=O,16%,-12%,3,-6%,u,-10%,i,0%,-0.4
COc1ccc(N2CCN(C(=O)c3oc4c(c3C)C(=O)CCC4)CC2)cc1,5%,10%,-3,-4%,10%,0%,i,-3%,-2.5
CN(C)S(=O)(=O)c1cccc(NC(=O)CCc2c[nH]c3ccccc23)c1,-1%,-14%,4,2%,19%[7.66 µM],18%[7.66 µM],-15%,-5%,-0.3
CC(=O)c1cccc(NS(=O)(=O)c2cc(OCC(N)=O)c(C)cc2Cl)c1,-4%,3%,-4,-2%,-2%,-20%,-8%,2%,-0.4
COc1cc(C(=O)Sc2ccc(C)cc2)cc(OC)c1OC,-4%,-4%,1,-9%,-2%,-6%,-56%[inhibitor],-4%,-3.8
COc1ccc(OCCSc2nnc3c(Cl)cc(Cl)cn23)cc1,25%,-4%,1,-1%,5%,-11%,-16%,-3%,-1.2
CNc1ccc(S(=O)(=O)NCC(=O)NCCCc2ccccc2)cc1[N+](=O)[O-],1%,17%,4,6µM*,5%,-30%,-11%,0%,-3.0
O=C(CC1CC1)N[C@@H]1CC[C@@H](CCNS(=O)(=O)c2ccc(F)cc2)O[C@@H]1CO,x,0%,-3,-23%,23%,7%,-25%,2%,-0.4
Cc1ccccc1CNCCCSc1ncccn1,-7%,-16%,1,-4%,2%,-3%,i,-6%,0.4
COc1ccc2c(=O)c3c(=O)n(Cc4ccco4)c(-c4ccccc4)nc3oc2c1,4%,-2%,x,-12%,-52%,u,i,0%,0.8
Cc1cccc(NC(=O)C(c2ccccc2Cl)N2CCOCC2)c1 (stereo not drawn),2%,43%[activator],1,-11%,u,-1%,-22%,10%,0.5
COc1ccc(NC(=O)COc2coc(CN3CCc4ccccc4C3)cc2=O)cc1,-8%,-10%,-27,-8%,-21%,1%,-18%,0%,-0.4
COc1ccc(-c2oc(NC(=O)CCl)c(C#N)c2-c2ccc(OC)cc2)cc1,-12%,-10%,5,-23%,2.2µM*,u,-59%[inhibitor],6%,-3.8
O=C1C(=O)N(CCCN2CCOCC2)C(c2ccc([N+](=O)[O-])cc2)/C1=C(\O)c1ccc2c(c1)OCCO2 (stereo not drawn),-3%,2%,-9,-21%,11%,-1%,i,7%,2.5
OCCN1CCN(C(=S)Nc2cccc(C(F)(F)F)c2)CC1,4%&-3%,-20%&2%,5&3,-8%&-13%,-1%&-17%,8%&-9%,i,-4%&3%,0.8&0.5
COc1ccc(/C=C/c2c(-c3ccccc3OC)sc3ccccc23)cc1OC,2%,-2%,29,-14%,u,4%,i,6%,0.9
OCc1ccc(O)c2ncccc12,-23%,-10%,-12,-2%,10µM*,u,i,-2%,-0.8
CCc1ccc(Nc2nnc(SCC(=O)Nc3sccc3C(N)=O)s2)cc1,0%,13%,-26,-7%,-1%,u,-18%,15%,-6.8
CCn1c(=O)c2sccc2n2c(CCC(=O)Nc3ccc(F)cc3)nnc12,1%,x,x,x,5%,-1%,-22%,x,x
O=C(Cn1cc(C(F)(F)F)ccc1=O)N1CCc2ccccc2C1,2%,-13%,6,-8%,4%,-5%,-2%,17%,2.5
Cc1cc(N2CCN(c3ccccc3)CC2)n2c(n1)nc1ccccc12,2%,-5%,x,-6%,3%,-4%,-16%[57.5 µM],5%,1.5
CC(=O)Nc1ccc(Nc2nccc(C)n2)cc1,15%,-3%,0,-7%,28%,0%,-20%,0%,-0.4
O=C(Cc1c2ccccc2nc2ccccc12)c1ccccc1,-1%,2%,1,-5%,-5%,3%,i,7%,2.1
CC(=O)c1cccc(NCC(=O)N2CCN(S(=O)(=O)c3ccccc3)CC2)c1,-1%,5%,3,-4%,11%,1%,i,7%,-0.6
CN(C)c1ccc(/C=N/NC(=O)CN2CCCCC2)cc1Br,8%,-11%,0,1%,-7%,1%,-24%,16%,-0.5

(more compounds)
Compound,GLP-1R agonist,EPAC1 antagonist,PI5P4K alpha inh,PLK1 PBD inh,GLP-1R inv ag,GLP1R cytotox,PTHR1 agonist,EPAC1 ag,IL-2 act
CCCCNC(=O)COC(=O)c1cc(S(=O)(=O)N2CCCCCC2)ccc1OC,8%,3%,2,-8%,-7%,-14%,-5%,-1%,0.0
O=C(CNC(=O)c1ccc(Br)o1)NNC(=O)c1ccccc1F,-10%,-7%,1,-10%,9%,-3%,i,-1%,-4.0
CCOC(=O)NC(NC(=S)Nc1ccccc1[N+](=O)[O-])C(Cl)(Cl)Cl (stereo not drawn),-1%,-13%,x,-16%,-21%,5%,-7%,9%,-1.0
CCN(C(=O)COC(=O)c1cc([N+](=O)[O-])ccc1N1CCOCC1)C1CCS(=O)(=O)C1 (stereo not drawn),-1%,-10%,-2,-11%,16%,-11%,i,8%,-1.2
CCOn1c(=O)c(=O)n(O)c2ccccc21,0%,-27%,2,-3%,12%,6%,8%,9%,1.4
O=C(COC(=O)Cc1cccc(C(F)(F)F)c1)NC1CC1,-3%,11%,-1,-10%,5%,5%,i,-7%,-3.0
Cc1cc(=O)[nH]c(NN)n1,-3%,-29%,0,u,-15%,-14%,-73%[inhibitor],-7%,-1.8
COc1ccc(CCNC(=O)CSc2ccc(-c3cccs3)nn2)cc1,4%,2%,-9,-6%,-5%,15%,i,10%,-0.8
Cn1cccc1C(=O)OCC(=O)N1CCc2ccccc2C1,u,-1%,2,-8%,-23%,2%,-9%,-2%,3.4
NC(=O)C1CCN(C(=O)C(=O)c2cn(CC(=O)N3CCCCCC3)c3ccccc23)CC1,-2%,-13%,-2,-9%,11%,8%,i,-7%,-2.4
C/C(=N\NC(=S)NC(C)C)c1ccc(Cl)c([N+](=O)[O-])c1,2%,6%,4,-11%,u,u,-44%[inhibitor],-10%,1.0
COc1cc(NC(=S)NCCN2CCOCC2)cc(OC)c1OC,-4%,10%,1,-24%,7%,-7%,u,-6%,-0.9
CC(=O)c1c(C)[nH]c(C(=O)OCC(=O)N2CCc3ccccc3C2)c1C,-1%,1%,1,6%,2%,-2%,-37%[inhibitor],5%,-0.6
CCC(=O)N1N=C(c2ccc(NS(C)(=O)=O)cc2)CC1c1ccc(N(C)C)cc1 (stereo not drawn),13%,11%,0,-8%,5%,6%,-18%,7%,-0.5
NC(=O)C(c1ccccc1)C1CCCC1 (stereo not drawn),1%,0%,-2,-8%,9%,29%,-1%,-1%,0.4
Cc1nc2ccccc2n1CC(O)COc1ccc(Br)cc1 (stereo not drawn),5%,-2%,-5,-19%,u,-11%,-84%[inhibitor],0%,0.0
O=C(CN1CCN(c2ccccn2)CC1)Nc1ccccc1Br,19%,-7%,3,-3%,-14%,-25%,-17%,5%,-0.8
Cc1ccccc1-c1nc(CN2CCC(C(=O)NCC3CCCO3)CC2)c(C)o1 (stereo not drawn),2%,-2%,0,-10%,0%,5%,i,5%,-1.1
C(=N\n1c2ccccc2c2ccccc21)/c1ccccc1,-1%,-4%,33,2%,-4%,-5%,-8%,7%,-1.2
CCCN(CC(=O)Nc1ccccc1OC)C(=O)CSc1ccc(Br)cc1C,-2%,u,4,-15%,u,-22%,-34%[inhibitor],1%,-0.8
COc1ccc(S(=O)(=O)NCc2ccc(C(=O)NCCN(C)Cc3ccccc3)cc2)cc1,-2%,-14%,1,1%,34%[activator],1%,i,13%,0.1
CCN(CC)CCN1C(=O)C(=O)/C(=C(/O)c2ccncc2)C1c1ccccc1 (stereo not drawn),-19%,-3%,1,-6%,3%,-20%,i,12%,0.7
O=C(CN1CCC(n2nnc3cc(C(F)(F)F)ccc32)CC1)NCc1cccs1,6%,-18%,1,-6%,u,7%,-28%,-5%,1.9
O=C(Cc1ccccc1F)Nc1nc(-c2ccc(F)c(F)c2)cs1,1%,5%,-2,1%,u,-14%,-8%,9%,-0.1
Cc1cccc(/C(N)=N/OC(=O)CCCc2ccccc2)c1,3%,-3%,11,3%,-14%,1%,i,1%,-2.1
